Bioassay records as filed in PubChem.
mIAP inh – blocks mouse intestinal alkaline phosphatase. purified mouse IAP, CDP-Star luminescence, 30 min. inhibition, % at 10 µM. 0.2% of 330,000 active. AID 2806;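 active = inhibition of at least 40% at 10 µM in the primary screen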;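 also: plate controls were DMSO with enzyme for no effect and no enzyme wells for full effect; values of inactives mirror those of a sister screen read the other way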
APOBEC3A inh – human APOBEC3A DNA deaminase inhibition; inhibition, % at 20 µM; 0.41% of 330,000 active; recombinant A3A, FAM/TAMRA ssDNA deamination fluorescence; P31941;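 active = at least 40% inhibition at 20 µM here, with at most 30% in a related deaminase screen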;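 also: plate controls were A3A with DMSO for no effect and wells lacking A3A enzyme for full effect; some results filed as inactive read as strong as hits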
hIAP activ – increases human intestinal alkaline phosphatase activity | P09923 | purified human IAP, CDP-Star luminescence, 30 min; active compounds read high; 1 = vehicle-only enzyme, 0 = enzyme-free background | activation factor at 10 µM | 0.16% of 330,000 active;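 active = activation factor of the enzyme at least 2-fold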; also: the source names both 10 and 20 µM as test concentration; values of inactives mirror those of a sister screen read the other way
Target sequence (P09923 whole entry, looked up): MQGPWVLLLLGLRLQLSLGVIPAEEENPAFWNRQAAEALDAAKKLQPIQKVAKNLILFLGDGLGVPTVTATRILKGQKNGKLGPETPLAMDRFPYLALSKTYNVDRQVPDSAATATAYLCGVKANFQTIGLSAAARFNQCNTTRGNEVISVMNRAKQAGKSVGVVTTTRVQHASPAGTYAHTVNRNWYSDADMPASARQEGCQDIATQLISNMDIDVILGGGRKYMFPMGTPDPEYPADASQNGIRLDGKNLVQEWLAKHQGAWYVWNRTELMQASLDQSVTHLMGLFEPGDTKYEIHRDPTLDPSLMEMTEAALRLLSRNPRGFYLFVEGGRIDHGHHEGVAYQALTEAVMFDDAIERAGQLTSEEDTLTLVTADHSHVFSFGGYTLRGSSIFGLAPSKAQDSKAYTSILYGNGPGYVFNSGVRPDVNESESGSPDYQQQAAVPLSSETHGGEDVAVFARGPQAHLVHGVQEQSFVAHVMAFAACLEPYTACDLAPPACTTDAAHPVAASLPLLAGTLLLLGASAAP
A3G deaminase – inhibitors of human APOBEC3G DNA deaminase. recombinant A3G, ssDNA deamination FAM/TAMRA fluorescence. 0.28% of 330,000 active. inhibition, % at 20 µM. AID 493012. Q9HC16;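 active = inhibition of at least 40% at 20 µM, with no more than 30% in the related APOBEC3A deaminase screen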;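 also: plate controls were DMSO wells with A3G for no effect and wells lacking A3G enzyme for full effect; some compounds called inactive have numbers as strong as hits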
Target sequence (Q9HC16 whole entry, looked up): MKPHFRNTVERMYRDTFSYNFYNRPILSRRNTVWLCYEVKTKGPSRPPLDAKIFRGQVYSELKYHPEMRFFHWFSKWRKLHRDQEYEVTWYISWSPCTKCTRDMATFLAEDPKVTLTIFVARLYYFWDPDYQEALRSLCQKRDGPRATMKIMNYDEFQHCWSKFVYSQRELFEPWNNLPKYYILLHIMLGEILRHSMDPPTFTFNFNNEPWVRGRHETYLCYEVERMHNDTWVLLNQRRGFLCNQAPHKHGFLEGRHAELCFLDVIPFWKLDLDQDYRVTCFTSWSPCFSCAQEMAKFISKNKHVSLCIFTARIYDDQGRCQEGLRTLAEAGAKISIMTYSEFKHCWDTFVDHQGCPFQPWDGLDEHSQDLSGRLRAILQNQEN
beta cell repl – inducers of beta-cell replication in MIN6 cells; 0.29% of 330,000 active; MIN6 cells proliferation, ATPlite luminescence, 48 h; cells starved in 0.2% serum; 100% = growth in 10% serum; proliferation, % at 10 µM;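 active = compounds whose signal lies at least 3.5 SD above the mean of all wells on their plate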;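 also: 0% = DMSO-treated cells in low-serum medium and 100% = 10% serum control; some compounds called inactive have numbers as strong as hits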
MPTP block – blocks calcium-induced mitochondrial swelling. isolated mouse mitochondria, Ca2+ swelling absorbance, 30 min. inhibition, % at 10 µM. 1.4% of 360,000 active;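 active = inhibition of 50% or more, scaled per plate between neutral and stimulator controls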;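 also: 0% = DMSO wells given calcium and 100% = 1 mM EGTA wells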
hIAP inh – blocks human intestinal alkaline phosphatase; inhibition, % at 10 µM; purified IAP, CDP-Star luminescence, 30 min; P09923; 0.12% of 330,000 active;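 active = inhibition reaching a set limit with compound at 10 µM in the primary screen, cut at about 35% in these data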;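 also: plate controls were DMSO wells with enzyme for no effect and no-enzyme buffer wells for full effect; values of inactives mirror those of a sister screen read the other way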
NR3A LBD binder – modulates the human NR3A ligand-binding domain. NR3A LBD differential scanning fluorimetry, Tm shift; 0% = protein alone, 100% = glycine-bound protein. 2.5% of 340,000 active. Tm shift relative to glycine control, % at 25 µM;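 active = melting temperature shift of at least 10% of the positive control shift, at one fixed dose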
mIAP act – increases mouse intestinal alkaline phosphatase activity. 0.24% of 330,000 active. muIAP, CDP-Star luminescence, 30 min; active compounds read high; 1 = vehicle-only enzyme signal, 0 = enzyme-free wells. AID 2805. activation factor at 10 µM;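 active = activation factor of at least 2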; also: the source names both 10 and 20 µM as test concentration; values of inactives mirror those of a sister screen read the other way
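Assay system: mouse IAP enzyme; reagent: chemiluminescent substrate CDP-Star; dosing: test compounds delivered from DMSO solution; schedule: 30 min at room temperature; measured by: luminescence from enzymatic CDP-Star hydrolysis; controls: DMSO-only wells and no-enzyme negative control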
* hit, by the source's call; . = no result given.

SMILES	mIAP inh	APOBEC3A inh	hIAP activ	A3G deaminase	beta cell repl	MPTP block	hIAP inh	NR3A LBD binder	mIAP act
CCc1ccccc1NC(=O)C1CC(c2ccc(F)cc2)=NO1 (stereo not given)	-2	-2	0.97	-2	0	-0.4	3	3	1
CCn1c(Oc2cccc(Br)c2)nc2c1c(=O)n(C)c(=O)n2C	11	-3	1.1	-6	0	-2.1	-11	1	0.89
CC(=O)c1cccc(NC(=O)c2cc(=O)[nH]c3ccc(S(=O)(=O)N4CCOCC4)cc23)c1	-8	1	0.95	-6	1	-0.8	5	-2	1.1
CCC(C)(C)n1nnnc1CN1CCc2ccccc21	-5	-1	0.97	-2	2	1.0	3	4	1
NC(=O)C1CCN(C(=O)N2c3ccccc3Sc3ccccc32)CC1	-2	-2	0.86	1	-3	3.5	14	0	1
Cc1cc(OCC(=O)N2CCN(c3ccccn3)CC2)cc(C)c1Br	0	-1	0.98	-5	-4	1.4	2	3	1
CCCC(C)c1nnc(NC(=O)C2CC(=O)N(c3ccc(OCC)cc3)C2)s1 (stereo not given)	0	-4	1	-7	0	0.8	-4	2	1
O=C(CCC1CCCCC1)NC1CCCCC1	-8	37	1.1	5	-5	0.7	-8	1	1.1
CCN1CNC(=S)N(c2cc(C)ccc2C)C1	-2	0	1	-5	-1	0.7	-5	0	1
CCOC(=O)c1c(NC(=O)CSc2nc3c(c(=O)n(C)c(=O)n3C)n2CC)sc(C)c1C	-14	1	0.77	-6	0	0.2	23	1	1.1
CCOc1ccccc1/C=C/C(=O)N1CCN(C(=O)c2ccco2)CC1	8	-4	1.1	-5	-3	-0.1	-10	0	0.92
CCCOc1nc(SCCC)nc2c1cnn2-c1ccccc1	-6	-2	0.9	-4	-4	0.5	10	2	1.1

Next part, starting with the last 2 of the part before.
SMILES	mIAP inh	APOBEC3A inh	hIAP activ	A3G deaminase	beta cell repl	MPTP block	hIAP inh	NR3A LBD binder	mIAP act
CCOc1ccccc1/C=C/C(=O)N1CCN(C(=O)c2ccco2)CC1	8	-4	1.1	-5	-3	-0.1	-10	0	0.92
CCCOc1nc(SCCC)nc2c1cnn2-c1ccccc1	-6	-2	0.9	-4	-4	0.5	10	2	1.1
NC(N)=N/N=C/c1cccc(Cl)c1Cl	7	-1	0.94	-7	-6	4.8	6	1	0.93
O=C(CN1C(=O)C(=O)N(Cc2ccco2)C1=O)NC1CCCCC1	-3	10	1	-8	0	-4.6	-1	-1	1
Cc1cccc(C)c1OCc1nnc(SCC(=O)Nc2ccccc2F)o1	30	-2	1.1	1	-1	0.5	-12	5	0.69
COCCCn1c(SCC(=O)N2CCCCC2C)nnc1-c1ccco1 (stereo not given)	-5	-4	0.99	-4	1	-0.5	0	1	1
COc1ccc(C(=O)N/N=C/c2ccccn2)cc1OC	-16	-9	1.3	-2	-3	-0.5	-28	0	1.2
CCOC(=O)N1CCN(CCC(=O)c2ccc(Br)cc2)CC1	0	-1	1.2	-2	-5	1.5	-24	2	1
O=C(C1CCCCCC1)N1CC[C@@H](N2CCC(O)CC2)[C@H](O)C1	-8	1	1.2	-8	2	-0.6	-16	0	1.1
COc1ccc(C)cc1S(=O)(=O)N(C)CC(=O)NCc1ccncc1	3	-2	1	-4	-5	-0.2	-1	1	0.97
CC(C)c1nnc(NC(=O)C2CCCN2C(=O)Nc2ccc(F)cc2)s1 (stereo not given)	-2	2	0.92	-2	-2	-0.2	8	-1	1
COc1ccc(N2C(=O)c3ccc(C(=O)Nc4ccccc4O)cc3C2=O)cc1	-8	1	0.73	-1	-2	0.5	27	-2	1.1
O=C(N1CCOCC1)C(F)(F)C(F)(F)C(F)(F)C(F)(F)C(=O)N1CCOCC1	-4	0	0.86	-5	2	2.1	14	-1	1
CCCCn1c(N)c(N(CC(C)C)C(=O)CCNC(=O)c2ccc([N+](=O)[O-])cc2)c(=O)[nH]c1=O	2	3	1.1	-10	-2	0.1	-13	0	0.98
COC(=O)N(C)CCCC1(C)C(=O)N(C)c2ccc(O)cc21 (stereo not given)	7	6	0.99	-7	-4	-2.3	1	-2	0.93
CCN(Cc1ccncc1)Cc1cn(C)nc1-c1ccc(Oc2ccccc2)cc1	-2	-7	1.1	-3	-3	1.2	-7	1	1
CC(=O)N1CCc2cc(S(=O)(=O)NCCC(=O)Nc3cc(C)cc(C)c3)ccc21	5	-1	0.93	0	-2	-1.5	8	2	0.95
CC(=O)Nc1ccccc1C(=O)C(=O)Nc1cccc(C(=O)NCc2ccccc2)c1	-4	5	1.1	-3	0	0.8	-6	0	1
Cc1cc(S(=O)(=O)N2CCCOC2CNC(=O)C(=O)NCCCN2CCOCC2)ccc1F (stereo not given)	-2	0	1.2	-12	1	0.2	-20	0	1
O=S(=O)(c1cccc2cnccc12)N1CCNCC1	4	-1	0.9	-3	2	-0.8	10	-2	0.95
CCCCn1c(Nc2ccc(OC)cc2)nc2ccccc21	-9	-5	0.94	-3	-2	6.7	6	5	1.1
O=C(/C=C/c1ccccc1)NNC(=O)c1ccco1	16	0	1.2	-8	0	0.2	-24	0	0.84
Cc1cccc(OCC2CCCN(Cc3nc(C4CC4)no3)C2)c1 (stereo not given)	-1	-1	1.1	-3	-3	1.0	-7	2	1
Cc1ccccc1OCC(O)Cn1nnc2ccccc21 (stereo not given)	2	-1	0.97	0	-1	-0.1	3	3	0.98
COc1cc2c(cc1OC)CN(CC(=O)NC(=O)NCc1ccccc1)CC2	14	5	1.1	2	-2	13	-14	1	0.86
CCOC(=O)c1c(NC(=O)CN2C(=O)NC3(CCCCC3C)C2=O)sc(C)c1C (stereo not given)	3	-1	1.2	0	-1	0.2	-23	-5	0.97
Cn1c(=O)c2c(-c3ccc(C(C)(C)C)cc3)n(CC3CCCO3)cc2n(C)c1=O (stereo not given)	5	0	0.96	0	-1	-0.1	4	-1	0.95
O=C(NCc1ccccc1Cl)C1(S(=O)(=O)c2ccc(Cl)cc2)CC1	-8	-2	1.1	-5	-3	-0.6	-7	1	1.1
O=C(O)c1ccccc1S(=O)(=O)NCC(O)COC1CCCCC1 (stereo not given)	4	1	1.2	0	-2	-1.7	-24	-3	0.96
COc1cccc(C2=CC(c3cccc(OC)c3OC)n3nnnc3N2)c1 (stereo not given)	0	4	0.94	9	-6	3.8	6	0	1
CCCCCSc1nncc(=O)[nH]1	-8	-1	1.1	-3	-2	-1.4	-14	2	1.1
CCCOc1ccc(C(=O)NCCc2ccccc2)cc1	-4	3	1.3	3	-4	0.0	-26	26*	1
O=C(NNC(=S)Nc1ccccc1)Nc1ccccc1	-8	-4	1.4	-5	-2	-0.8	-39	7	1.1
Cc1ccc(CN2C(=O)N/C(=C/c3ccc4c(c3)n(C)c(=O)n4C)C2=O)cc1	5	5	1	13	0	.	0	.	0.95
O=C(CN(C(=O)CCC(=O)Nc1ccccn1)C1CCCC1)NCc1ccc(F)cc1	-4	1	0.89	-14	4	-0.2	11	-3	1
CCc1c(C)c(C#N)c2nc3ccccc3n2c1N(C)C	3	0	0.82	-5	6.0*	1.7	18	-13	0.97
COc1ccc(C(=O)NC(C(=O)NCCc2ccc3c(c2)OCCO3)C(C)C)cc1 (stereo not given)	-3	23	0.88	-12	0	1.4	12	0	1
CCOC(=O)C1(Cc2ccccc2C(F)(F)F)CCN(CC2CC2)CC1	3	0	0.91	-7	0	0.7	9	1	0.97
CC12COC3(C(=O)Nc4cccnc4)CC1CCC32C (stereo not given)	-1	-5	0.9	-4	0	3.5	10	-1	1
Cc1c(NC(N)=O)c(=O)n(-c2ccccc2)n1C	0	1	1	-5	2	0.2	-1	-2	1
CC(C)C(=O)N(Cc1cc2ccccc2[nH]c1=O)C(C)C	-6	5	1	2	-2	-1.6	-2	0	1.1
CC(C)(CNC(=O)c1cccs1)CNC(=O)c1cccs1	-6	-5	1.2	-7	-2	0.8	-16	8	1.1
O=C(O)C1CCN(S(=O)(=O)c2ccc(N3CCOCC3)c([N+](=O)[O-])c2)CC1	14	-2	1	-1	-4	-0.8	-3	0	0.86
Cn1c(=O)c2c(nc(SCCN3CCOCC3)n2Cc2ccccc2)n(C)c1=O	5	-11	1	-9	0	-0.2	-1	0	0.95
Cc1ccc2cccc(OCc3ccc(Br)cc3)c2n1	0	-5	0.96	5	-1	-1.0	4	1	1
O=C1COc2ccc(OCc3ccc(F)cc3)cc21	3	-9	0.82	-9	-2	-0.6	18	-2	0.97
CC1CN(Cc2ccccc2)C(C)CC1O (stereo not given)	-1	0	1.1	-7	1	1.2	-6	1	1
CSc1ccc(CCNC(=O)CCc2nnc3ccc(N4CCC5(CC4)OCCO5)nn23)cc1	-4	-3	1.2	-2	0	0.0	-18	0	1
O=C(COc1cccc2ccccc12)NCc1cccnc1	5	-1	1	-4	-1	0.0	-1	-3	0.95
Cc1noc2ncnc(Oc3ccc(C(C)(C)C)cc3)c12	35	-2	0.88	-11	1	-0.7	12	-1	0.65

Four of the entries above in order of their number in NR3A LBD binder, lowest first:
Molecule | NR3A LBD binder
O=C(COc1cccc2ccccc12)NCc1cccnc1 | -3
Cc1noc2ncnc(Oc3ccc(C(C)(C)C)cc3)c12 | -1
CSc1ccc(CCNC(=O)CCc2nnc3ccc(N4CCC5(CC4)OCCO5)nn23)cc1 | 0
CC1CN(Cc2ccccc2)C(C)CC1O (stereo not given) | 1

(further entries)
SMILES	mIAP inh	APOBEC3A inh	hIAP activ	A3G deaminase	beta cell repl	MPTP block	hIAP inh	NR3A LBD binder	mIAP act
O=C(COc1ccc(-n2cnnn2)cc1)Nc1ccc(F)cc1	1	-1	1	-7	-4	-1.1	-4	-2	0.99
COc1ccccc1N/C(N)=N/c1nc(C)cc(C)n1	-11	-1	1.1	-3	0	2.0	-15	-1	1.1
CN1CCSc2ccc(C(=O)NCc3cccc(Br)c3)cc21	-10	-7	0.84	-8	3	-2.2	16	-27	1.1
O=C(COc1cccc2cccnc12)N/N=C1\SCC(=O)N1Cc1ccco1	3	-3	0.95	-6	-2	0.6	5	2	0.97
CCCCNS(=O)(=O)c1ccc2nc(SCC(=O)Nc3ccccc3Cl)[nH]c2c1	6	3	1.1	-5	-4	20	-14	5	0.94
COCCC(=O)NNS(=O)(=O)c1ccc(Cl)cc1	-4	1	0.85	3	0	0.4	15	-5	1
Cc1cc(C)c(S(=O)(=O)NC2CC3CCC2C3)c(C)c1 (stereo not given)	-2	-5	0.85	-6	1	-0.5	15	-3	1
Nc1cc(=O)[nH]c(SCC(=O)Nc2ccc(Cl)c(Cl)c2)n1	2	-2	1.1	-5	-1	3.1	-8	-4	0.98
CCOC(=O)C1=C(C)NC(=S)N(C=O)C1c1ccccc1 (stereo not given)	-7	-4	0.93	-5	0	-1.1	7	-1	1.1
CC(=O)Nc1ccc(S(=O)(=O)NC2=C(N3CCN(C)CC3)C(=O)c3ccccc3C2=O)cc1	9	-4	1	-2	-5	1.3	-4	1	0.91
Cn1cc(/C=N/NC(=O)c2ccccc2O)c2ccccc21	4	-6	1.1	-3	-3	-0.2	-10	9	0.95
O=C1NC(c2ccc(Cl)cc2)Oc2ccccc21 (stereo not given)	-1	-8	1.3	-5	-2	-0.3	-32	-2	1
Cc1cccc(N(C(=O)Cn2nnc(-c3ccc(C)o3)n2)C(C(=O)NC2CCCC2)c2ccncc2)c1 (stereo not given)	4	-3	1	-10	1	-0.9	-5	-2	0.96
COc1ccc(N/N=C(/C)c2cnnc(-c3ccccc3)n2)cc1	10	3	0.99	24	0	-0.7	1	13*	0.9
